# NSD2 block: NSD2 (human) methyltransferase inhibition | O96028 | NSD2-SET H3K36me1 DELFIA fluorescence, biochemical | inhibition, % at 12.5 µM | 0.07% of 44,000 active; in the data active means inhibition above about 54%, passing the limit was not always enough; inconclusive means no clear call, values can overlap the other calls;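 further: inhibitors reduce the monomethyl H3K36 fluorescence signal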
# Target sequence (O96028 whole entry, looked up): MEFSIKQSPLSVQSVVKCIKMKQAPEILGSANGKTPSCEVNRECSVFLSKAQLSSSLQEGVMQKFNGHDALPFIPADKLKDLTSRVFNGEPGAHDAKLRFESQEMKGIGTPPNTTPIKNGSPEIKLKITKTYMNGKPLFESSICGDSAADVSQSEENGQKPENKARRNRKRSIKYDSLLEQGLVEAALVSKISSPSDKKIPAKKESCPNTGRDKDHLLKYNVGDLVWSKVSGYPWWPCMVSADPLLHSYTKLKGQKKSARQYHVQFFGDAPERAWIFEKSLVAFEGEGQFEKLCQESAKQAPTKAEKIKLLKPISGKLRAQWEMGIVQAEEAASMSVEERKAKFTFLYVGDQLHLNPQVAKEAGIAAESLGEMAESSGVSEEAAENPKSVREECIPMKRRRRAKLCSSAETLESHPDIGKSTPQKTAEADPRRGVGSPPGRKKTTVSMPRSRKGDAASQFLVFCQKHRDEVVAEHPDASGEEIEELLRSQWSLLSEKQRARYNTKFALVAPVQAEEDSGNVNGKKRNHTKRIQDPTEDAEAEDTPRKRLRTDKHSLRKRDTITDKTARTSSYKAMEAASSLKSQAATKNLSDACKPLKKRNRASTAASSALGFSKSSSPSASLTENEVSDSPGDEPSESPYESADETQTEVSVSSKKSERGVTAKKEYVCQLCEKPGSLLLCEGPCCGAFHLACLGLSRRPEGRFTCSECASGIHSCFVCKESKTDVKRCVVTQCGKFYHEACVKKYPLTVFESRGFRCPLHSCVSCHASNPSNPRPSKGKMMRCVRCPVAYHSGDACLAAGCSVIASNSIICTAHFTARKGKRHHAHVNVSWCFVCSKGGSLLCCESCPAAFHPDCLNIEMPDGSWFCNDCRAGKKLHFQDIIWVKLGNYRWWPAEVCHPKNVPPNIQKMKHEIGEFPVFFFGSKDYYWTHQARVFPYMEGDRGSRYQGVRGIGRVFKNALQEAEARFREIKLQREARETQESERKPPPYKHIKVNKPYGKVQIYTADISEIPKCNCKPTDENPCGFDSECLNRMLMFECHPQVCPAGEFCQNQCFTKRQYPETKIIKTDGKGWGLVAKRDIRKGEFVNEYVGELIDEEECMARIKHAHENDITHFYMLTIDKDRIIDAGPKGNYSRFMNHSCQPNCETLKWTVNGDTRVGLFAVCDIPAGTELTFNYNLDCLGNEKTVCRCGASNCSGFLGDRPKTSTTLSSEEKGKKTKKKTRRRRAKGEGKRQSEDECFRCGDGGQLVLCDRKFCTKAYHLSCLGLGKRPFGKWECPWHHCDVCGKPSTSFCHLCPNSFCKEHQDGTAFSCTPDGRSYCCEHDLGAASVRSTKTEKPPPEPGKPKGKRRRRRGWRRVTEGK
# * marks the source's active call; other numbers are inactive results; ? = inconclusive.
NSD2 block,Compound
-0.6,C[C@@H]1CN([C@H](C)CO)C(=O)CCCn2cc(nn2)CO[C@@H]1CN(C)C(=O)c1ccncc1
1.4,C[C@@H]1CN([C@@H](C)CO)C(=O)c2cc(-c3ccncc3)cnc2O[C@@H]1CN(C)C(=O)C1CCCCC1
1.3,CC(C)NC(=O)N(C)C[C@@H]1Oc2ccc(NC(=O)Nc3ccc4c(c3)OCO4)cc2CC(=O)N([C@@H](C)CO)C[C@H]1C
0.4,C[C@@H]1CN([C@@H](C)CO)C(=O)c2cccc(NC(=O)C3CCOCC3)c2O[C@@H]1CN(C)S(=O)(=O)c1ccc(Cl)cc1
8.2,C[C@H](O)C#Cc1cnc2c(c1)C(=O)N([C@H](C)CO)C[C@H](C)[C@@H](CN(C)C(=O)Cc1ccncc1)O2
37.7,COC(=O)N(C)C[C@@H]1OCc2cn(nn2)CCCC(=O)N([C@@H](C)CO)C[C@H]1C
-0.8,C[C@H](CO)N1C[C@H](C)[C@H](CN(C)C(=O)NC2CCCCC2)Oc2ccc(NC(=O)Cn3cnnn3)cc2CC1=O
18.2,C[C@H]1CN([C@@H](C)CO)C(=O)c2cc(C#CC3(O)CCCC3)cnc2O[C@@H]1CN(C)S(=O)(=O)c1ccc(F)cc1
-1.0,COC1CC(O[C@H]2CC[C@]3(C)C4CC[C@@]5(C)C(=O)[C@]4(CC[C@@H]3C2)CC[C@@H]5C2=CC(=O)OC2)OC(C)C1OC1OC(COC2OC(CO)C(O)C(O)C2O)C(O)C(O)C1O (stereo not given in full)
0.5,C[C@H]1CN([C@@H](C)CO)C(=O)c2cccc(NS(=O)(=O)c3cccs3)c2O[C@H]1CN(C)Cc1ccc(C(=O)Nc2ccccc2N)cc1
-1.8,CC(C)NC(=O)N[C@@H]1C=C[C@@H](CC(=O)NCc2ccc(Oc3ccccc3)cc2)O[C@@H]1CO
-0.4,C[C@H]1CN([C@@H](C)CO)C(=O)c2cc(C#Cc3cccc(F)c3)cnc2O[C@@H]1CN(C)C(=O)C1CC1
2.6,COc1ccc(S(=O)(=O)Nc2ccc3c(c2)C(=O)N([C@H](C)CO)C[C@@H](C)[C@H](CN(C)S(C)(=O)=O)O3)cc1
?,CCc1ccc(OCc2ccccc2C(=O)Nc2ccc3nc(C)cc(N)c3c2)cc1
-2.6,C[C@H]1CN([C@@H](C)CO)C(=O)c2cccc(NC(=O)Nc3ccccc3)c2O[C@@H]1CN(C)S(=O)(=O)c1ccc(Cl)cc1
-0.3,C[C@H](CO)N1C[C@H](C)[C@H](CN(C)Cc2ccccc2)OCCCC[C@H](C)Oc2ccc(NC(=O)CCC(F)(F)F)cc2C1=O
0.0,C[C@H](CO)N1C[C@H](C)[C@H](CN(C)Cc2ccc(F)cc2)Oc2ncc(C#CCN(C)C)cc2C1=O
2.8,COc1ccc(S(=O)(=O)Nc2ccc3c(c2)C(=O)N([C@@H](C)CO)C[C@@H](C)[C@@H](CN(C)S(=O)(=O)c2ccc(F)cc2)OCCCC[C@@H](C)O3)cc1
4.1,Cc1noc(C)c1NC(=O)Nc1ccc2c(c1)C(=O)N([C@H](C)CO)C[C@@H](C)[C@@H](CN(C)C(=O)Nc1cccc3ccccc13)O2
-6.6,C[C@H](CO)N1C[C@H](C)[C@@H](CN(C)S(=O)(=O)c2ccc(Cl)cc2)OCCCC[C@H](C)Oc2ccc(NC(=O)c3ccncc3)cc2C1=O
-17.1,C/C=C/c1ccc2c(c1)O[C@@H](CN(C)C(=O)CC1CC1)[C@@H](C)CN([C@@H](C)CO)S2(=O)=O
5.1,C[C@H]1CN([C@@H](C)CO)C(=O)c2cccc(NC(=O)Nc3cccc4ccccc34)c2O[C@H]1CN(C)Cc1ccccc1
1.8,CCC(=O)N(C)C[C@@H]1Oc2ncc(C#CCC(C)C)cc2C(=O)N([C@@H](C)CO)C[C@H]1C
-0.2,C[C@@H]1CN([C@@H](C)CO)C(=O)CCCn2cc(nn2)CO[C@H]1CN(C)C(=O)Nc1ccccc1C(F)(F)F
3.0,CC(C)CC#Cc1ccc2c(c1)O[C@@H](CN(C)Cc1cncnc1)[C@@H](C)CN([C@H](C)CO)S2(=O)=O
1.9,C[C@@H]1CN([C@H](C)CO)S(=O)(=O)c2ccc(-c3ccccc3)cc2O[C@@H]1CN(C)C(=O)CC1CC1
-0.4,Cc1ccc(-c2ccc3c(c2)O[C@H](CN(C)Cc2ccc(F)cc2)[C@H](C)CN([C@@H](C)CO)S3(=O)=O)cc1
7.1,C[C@H](CO)N1C[C@H](C)[C@@H](CN(C)C(=O)c2ccccc2)OCCCC[C@H](C)Oc2ccc(NC(=O)CCC(F)(F)F)cc2C1=O
26.8,C[C@@H]1CN([C@H](C)CO)C(=O)Cc2cc(NC(=O)C3CC3)ccc2O[C@H]1CN(C)C
2.8,C[C@@H]1CN([C@@H](C)CO)C(=O)c2cc(NC(=O)c3ccccc3)ccc2O[C@@H](C)CCCCO[C@H]1CN(C)C(=O)C1CCCCC1
-0.4,C[C@H](CO)N1C[C@H](C)[C@@H](CN(C)S(=O)(=O)c2cn(C)cn2)Oc2ncc(C3=CCCCC3)cc2C1=O
-3.6,C[C@H](CO)N1C[C@H](C)[C@@H](CN(C)Cc2ccc(C(F)(F)F)cc2)Oc2ccc(NS(=O)(=O)c3cccs3)cc2CC1=O
2.9,C[C@H]1CN([C@@H](C)CO)C(=O)c2cccc(NS(=O)(=O)c3cccs3)c2O[C@@H]1CN(C)C
4.1,CC(C)NC(=O)Nc1ccc2c(c1)C(=O)N([C@H](C)CO)C[C@H](C)[C@H](CN(C)S(C)(=O)=O)O2
4.1,C[C@H]1CN([C@@H](C)CO)C(=O)c2cc(/C=C/c3ccccc3)cnc2O[C@@H]1CN(C)C(=O)Cc1ccccn1
8.4,O=C(C1=C[C@@H](c2csc3ccccc23)C[C@@H](OCCCCO)O1)N1CCCCCCC1
-0.2,Cc1noc(C)c1S(=O)(=O)Nc1ccc2c(c1)CC(=O)N([C@H](C)CO)C[C@@H](C)[C@@H](CN(C)Cc1ccc(Oc3ccccc3)cc1)O2
-3.8,CCC(=O)N(C)C[C@@H]1Oc2cc(C#CCC3CCCC3)ccc2S(=O)(=O)N([C@@H](C)CO)C[C@@H]1C
-5.3,C/C=C/c1cnc2c(c1)C(=O)N([C@H](C)CO)C[C@@H](C)[C@@H](CN(C)C(=O)NCCC)O2
-3.1,Cc1noc(C)c1S(=O)(=O)Nc1ccc2c(c1)C(=O)N([C@@H](C)CO)C[C@@H](C)[C@H](CN(C)C(=O)Nc1cccc3ccccc13)O2
2.2,Cc1ccccc1-c1cnc2c(c1)C(=O)N([C@H](C)CO)C[C@H](C)[C@@H](CN(C)CC1CCCC1)O2
8.2,C[C@@H]1CCCCO[C@@H](CN(C)S(=O)(=O)c2cccs2)[C@H](C)CN([C@H](C)CO)C(=O)c2cc(NS(=O)(=O)c3cccs3)ccc2O1
-1.7,C[C@@H]1CCCCO[C@H](CN(C)S(=O)(=O)c2ccc(Cl)cc2)[C@@H](C)CN([C@@H](C)CO)C(=O)c2cc(NC(=O)c3ccncc3)ccc2O1
3.4,COc1ccc(NC(=O)Nc2ccc3c(c2)CC(=O)N([C@@H](C)CO)C[C@H](C)[C@@H](CN(C)C(=O)Nc2ccc(OC)cc2)O3)cc1
-1.4,Cc1noc(C)c1S(=O)(=O)N(C)C[C@H]1Oc2ccc(NS(=O)(=O)c3cccs3)cc2C(=O)N([C@H](C)CO)C[C@H]1C
2.0,C/C=C/c1ccc2c(c1)O[C@@H](CN(C)C(=O)c1cccc(F)c1)[C@@H](C)CN([C@@H](C)CO)S2(=O)=O
32.1,CC(=O)O[C@H]1[C@H](Oc2ccccc2COC(=O)C2(O)C=CCCC2=O)O[C@H](COC(=O)C2(O)C=CCCC2=O)[C@@H](O)[C@@H]1O (stereo not given in full)
-1.0,C[C@@H]1CN([C@@H](C)CO)S(=O)(=O)c2ccc(Br)cc2O[C@H]1CN(C)S(=O)(=O)c1ccc(F)cc1
4.0,C[C@@H]1CN([C@H](C)CO)S(=O)(=O)c2ccc(C#CCN(C)C)cc2O[C@@H]1CN(C)CC1CC1
-27.6,C[C@H](CO)N1C[C@H](C)[C@H](CN(C)C(=O)NC2CCCC2)Oc2ncc(-c3ccncc3)cc2C1=O

# Other compounds follow:
NSD2 block,Compound
5.6,Cc1cc(C(=O)Nc2cccc3c2O[C@@H](CN(C)S(=O)(=O)c2cn(C)cn2)[C@H](C)CN([C@@H](C)CO)C3=O)n(C)n1
-0.3,NC(=O)Nc1sc(-c2ccc(F)cc2)cc1C(N)=O
16.5,COc1ccc(-c2ccc3c(c2)O[C@H](CN(C)C(=O)Nc2ccccc2F)[C@H](C)CN([C@H](C)CO)S3(=O)=O)cc1
0.7,Cc1ccc(S(=O)(=O)Nc2ccc3c(c2)C(=O)N([C@H](C)CO)C[C@@H](C)[C@@H](CN(C)CC2CC2)O3)cc1
-4.1,O=C(CCCCC(=O)N/N=C/c1ccc(Br)s1)NO
1.0,C[C@@H]1CCCCO[C@@H](CN(C)S(C)(=O)=O)[C@H](C)CN([C@@H](C)CO)C(=O)c2cc(NC(=O)C3CCCCC3)ccc2O1
0.8,C[C@@H]1CN([C@H](C)CO)C(=O)c2cc(NC(=O)Nc3ccc4c(c3)OCO4)ccc2O[C@@H](C)CCCCO[C@H]1CN(C)Cc1ccc(C(=O)O)cc1
4.3,Cc1ccc(S(=O)(=O)N(C)C[C@H]2Oc3ccc(NC(=O)C4CC4)cc3CC(=O)N([C@H](C)CO)C[C@H]2C)cc1
-0.6,COc1ccccc1-c1ccc2c(c1)O[C@H](CN(C)CC1CCOCC1)[C@@H](C)CN([C@H](C)CO)S2(=O)=O
4.7,C[C@H]1CN([C@@H](C)CO)C(=O)Cc2cc(NC(=O)C3CCCCC3)ccc2O[C@H]1CN(C)C
4.3,CNC[C@@H]1Oc2cc(C#CCN(C)C)ccc2S(=O)(=O)N([C@@H](C)CO)C[C@@H]1C
0.5,COc1ccc(S(=O)(=O)N(C)C[C@@H]2OCc3ccccc3-c3ccccc3C(=O)N([C@H](C)CO)C[C@@H]2C)cc1
0.6,Cc1noc(C)c1S(=O)(=O)N(C)C[C@@H]1Oc2ccc(NS(=O)(=O)c3ccc(F)cc3)cc2CC(=O)N([C@H](C)CO)C[C@@H]1C
7.5,Cc1noc(C)c1NC(=O)N(C)C[C@@H]1OCCCC[C@H](C)Oc2ccc(NC(=O)c3ccncc3)cc2C(=O)N([C@H](C)CO)C[C@H]1C
-1.3,C[C@@H]1CCCCO[C@H](CN(C)S(=O)(=O)c2ccc(Cl)cc2)[C@H](C)CN([C@@H](C)CO)C(=O)c2cc(NS(=O)(=O)c3cccs3)ccc2O1
-5.3,C[C@H](CO)N1C[C@H](C)[C@H](CN(C)C(=O)C2CCOCC2)Oc2ncc(/C=C/c3ccccc3)cc2C1=O
1.9,C[C@@H]1CN([C@@H](C)CO)C(=O)c2cc(NC(=O)Cc3ccccc3)ccc2O[C@@H]1CN(C)C(=O)Nc1ccccc1
-7.6,CCn1c2ccccc2c2cc(/C=N/NC(=O)CCCCCCC(=O)OC)ccc21
5.1,O=C(C[C@@H]1CC[C@@H](NS(=O)(=O)c2ccccc2)[C@H](CO)O1)NCc1ccncn1
3.3,C[C@@H]1CCCCO[C@H](CN(C)Cc2ccc(Cl)c(Cl)c2)[C@@H](C)CN([C@@H](C)CO)C(=O)c2cc(NC(=O)Nc3ccc(F)cc3)ccc2O1
5.2,CCO[C@H]1OC(C(=O)O)=C[C@@H](c2ccc3c(c2)OCO3)[C@@H]1CCCO
-4.2,CC(C)=CCC[C@](C)(O[C@@H]1O[C@H](CO[C@@H]2OC[C@H](O)[C@H](O)[C@H]2O)[C@@H](O)[C@H](O)[C@H]1O)[C@H]1CC[C@]2(C)C1[C@H](O)CC1[C@@]3(C)CC[C@H](O[C@@H]4O[C@H](CO)[C@@H](O)[C@H](O)[C@H]4O[C@@H]4O[C@H](CO)[C@@H](O)[C@H](O)[C@H]4O)C(C)(C)C3CC[C@]12C (stereo not given in full)
-4.3,C[C@@H]1CN([C@H](C)CO)C(=O)c2cc(NC(=O)Cc3ccccc3)ccc2O[C@@H]1CN(C)Cc1ccc2c(c1)OCO2
1.8,Cc1noc(C)c1NC(=O)Nc1ccc2c(c1)C(=O)N([C@@H](C)CO)C[C@H](C)[C@@H](CN(C)Cc1ccc3c(c1)OCO3)O2
-22.7,Cc1ccccc1-c1ccc2c(c1)O[C@@H](CN(C)CC1CC1)[C@@H](C)CN([C@@H](C)CO)S2(=O)=O
28.9,C[C@H]1CN([C@@H](C)CO)C(=O)Cc2cc(NC(=O)c3ccncc3)ccc2O[C@@H]1CN(C)Cc1ccc(C(=O)Nc2ccccc2N)cc1
3.7,CO[C@H](CN(C)S(=O)(=O)c1cn(C)cn1)[C@H](C)CN(C(=O)Nc1ccc(C(F)(F)F)cc1)[C@H](C)CO
-1.5,O=C(CCCCC(=O)NN=C1CCCC1)NO

# A different layout for 9 compounds above.
Structure	NSD2 block
C[C@@H]1CCCCO[C@H](CN(C)Cc2ccc(Cl)c(Cl)c2)[C@@H](C)CN([C@@H](C)CO)C(=O)c2cc(NC(=O)Nc3ccc(F)cc3)ccc2O1	3.3
CCO[C@H]1OC(C(=O)O)=C[C@@H](c2ccc3c(c2)OCO3)[C@@H]1CCCO	5.2
CC(C)=CCC[C@](C)(O[C@@H]1O[C@H](CO[C@@H]2OC[C@H](O)[C@H](O)[C@H]2O)[C@@H](O)[C@H](O)[C@H]1O)[C@H]1CC[C@]2(C)C1[C@H](O)CC1[C@@]3(C)CC[C@H](O[C@@H]4O[C@H](CO)[C@@H](O)[C@H](O)[C@H]4O[C@@H]4O[C@H](CO)[C@@H](O)[C@H](O)[C@H]4O)C(C)(C)C3CC[C@]12C (stereo not given in full)	-4.2
C[C@@H]1CN([C@H](C)CO)C(=O)c2cc(NC(=O)Cc3ccccc3)ccc2O[C@@H]1CN(C)Cc1ccc2c(c1)OCO2	-4.3
Cc1noc(C)c1NC(=O)Nc1ccc2c(c1)C(=O)N([C@@H](C)CO)C[C@H](C)[C@@H](CN(C)Cc1ccc3c(c1)OCO3)O2	1.8
Cc1ccccc1-c1ccc2c(c1)O[C@@H](CN(C)CC1CC1)[C@@H](C)CN([C@@H](C)CO)S2(=O)=O	-22.7
C[C@H]1CN([C@@H](C)CO)C(=O)Cc2cc(NC(=O)c3ccncc3)ccc2O[C@@H]1CN(C)Cc1ccc(C(=O)Nc2ccccc2N)cc1	28.9
CO[C@H](CN(C)S(=O)(=O)c1cn(C)cn1)[C@H](C)CN(C(=O)Nc1ccc(C(F)(F)F)cc1)[C@H](C)CO	3.7
O=C(CCCCC(=O)NN=C1CCCC1)NO	-1.5

# These rows are one share of the data. The share of hits here may be higher or lower than overall.
